CHO-K1 Ca ag: nonselective activator or artifact in parental CHO-K1 cells; Fluo-8 calcium fluorescence; scaled to maximal ATP response, vehicle zero; activation, % at 3 µM; 0.48% of 360,000 active; in the data active = activation above about 15%;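 also: untransfected CHO-K1 host cells lacking M1 receptor as counterscreen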
TAAR1 antag: antagonists of human TAAR1. CHO RD-HGA16 TAAR1, Fluo-8 calcium fluorescence, antagonist. inhibition, % at 3 µM. 1.5% of 360,000 active. AID 624466;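 active = inhibition above a per-plate cutoff, the mean inhibition of test compounds on that plate plus 3 SD, cut at about 49% in these data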;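 also: 0% = DMSO plus EC80 beta-PEA response and 100% = DMSO alone without agonist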
Target sequence (Q96RJ0 whole entry, looked up): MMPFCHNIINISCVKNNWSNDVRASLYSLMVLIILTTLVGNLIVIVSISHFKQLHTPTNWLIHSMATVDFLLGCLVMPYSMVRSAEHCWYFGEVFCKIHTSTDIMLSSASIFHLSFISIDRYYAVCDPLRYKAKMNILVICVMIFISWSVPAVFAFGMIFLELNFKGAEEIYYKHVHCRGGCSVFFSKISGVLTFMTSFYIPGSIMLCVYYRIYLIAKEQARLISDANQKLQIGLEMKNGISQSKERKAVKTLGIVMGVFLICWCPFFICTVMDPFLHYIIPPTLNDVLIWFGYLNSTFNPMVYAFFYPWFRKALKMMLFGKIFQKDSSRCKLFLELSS
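System: CHO RD-HGA16 cells bearing hTAAR1. Reagent: EC80 β-phenethylamine stimulus. Schedule: seeding 17-24 h prior, 75-min 37 °C, 30-min RT dye loading. Signal: Fluo-8 intracellular calcium dye fluorescence, real-time kinetic reads. Read-out: % inhibition from peak post-agonist over basal fluorescence ratio. Benchmarks: vehicle wells and EC80 agonist wells. Replicates: n of 1.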
M1 ag: agonists of human M1 muscarinic receptor | CHO-K1 hM1, Fluo-8 calcium fluorescence, agonist mode; 0% DMSO, 100% acetylcholine EC100 | 0.33% of 360,000 active | activation, % at 3 µM;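 active = activation above the run's mean compound activation plus 3 SD, cut at about 16% in these data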;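 also: peak over basal fluorescence ratio within a 140 s kinetic read after compound addition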
CHO parental Ca: counter-screen: ATP calcium response change in parental CHO cells | parental CHO-K1, ATP-induced calcium, Fluo-8 fluorescence | inhibition, % at 5.6 µM | 0.63% of 330,000 active | AID 463079;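 active = inhibition above that plate's mean sample inhibition plus 3 SD, cut at about 26% in these data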;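 also: 0% = ATP-challenged DMSO wells and 100% = DMSO wells without ATP; some compounds past the cut are filed as inactive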
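Assay system: parental CHO cells; Read-out basis: percent inhibition of ATP-evoked calcium rise, normalized to controls; Benchmarks: ATP and no-ATP DMSO wells; Compound dosing: single nominal dose of 5.6 µM per compound; Signal: Fluo-8 calcium dye fluorescence; Also added: ATP as calcium-mobilizing challenge; Repeats: singlicate.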
M1 antag: human CHRM1 antagonism; P11229; CHO-K1 hM1, Fluo-8 calcium fluorescence, ACh EC80 antagonist; inhibition, % at 3 µM; 1.3% of 360,000 active; AID 588852;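 active = percent inhibition above its own plate's cutoff, namely the mean of that plate's compound wells plus 3 SD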;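 also: peak over basal fluorescence ratio during 140 s after agonist addition; 0% = ACh EC80 plus DMSO and 100% = DMSO alone without agonist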
CHO-K1 Ca antag: M1 antagonist counterscreen hit in parental CHO-K1 cells. ATP-induced calcium, Fluo-8 fluorescence. inhibition, % at 3 µM. 0.6% of 360,000 active;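 active = inhibition above a per-plate cutoff, the plate's mean sample inhibition plus 3 SD, cut at about 24% in these data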;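 also: 0% = DMSO plus EC80 ATP and 100% = DMSO alone without ATP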
TAAR1 ag: human TAAR1 agonism. Q96RJ0. 0.99% of 360,000 active. CHO RD-HGA16 TAAR1, Fluo-8 calcium fluorescence; vehicle wells 0%, saturating PEA agonist 100%. activation, % at 3 µM;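 active = activation above the mean activation of all test compounds in the run plus 3 SD, cut at about 38% in these data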
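Repeats: no replicates (n 1) | Material: CHO-derived RD-HGA16 cells with stable Gα16 and human TAAR1 | Technique: Kinetic Fluo-8 calcium fluorescence | Schedule: 17-24 h seeding, 75 min 37 °C dye, 30 min RT | Evaluation: % activation from peak over basal fluorescence ratio, DMSO-to-PEA scaled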
OXTR potentiate: human OXTR potentiation; AID 2445; 0.061% of 320,000 active; CHO-OTR cells, Fluo-8 calcium fluorescence, potentiator mode; 0% = oxytocin EC15, 100% = EC100; activation, % at 3 µM;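 active = activation above that plate's cutoff, the mean activation of tested compounds plus 3 SD, cut at about 6.6% in these data, passing the limit was not always enough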;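 also: 100% uses oxytocin at 75 nM as the full agonist control; some results filed as inactive read as strong as hits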
Target sequence (P30559 whole entry, looked up): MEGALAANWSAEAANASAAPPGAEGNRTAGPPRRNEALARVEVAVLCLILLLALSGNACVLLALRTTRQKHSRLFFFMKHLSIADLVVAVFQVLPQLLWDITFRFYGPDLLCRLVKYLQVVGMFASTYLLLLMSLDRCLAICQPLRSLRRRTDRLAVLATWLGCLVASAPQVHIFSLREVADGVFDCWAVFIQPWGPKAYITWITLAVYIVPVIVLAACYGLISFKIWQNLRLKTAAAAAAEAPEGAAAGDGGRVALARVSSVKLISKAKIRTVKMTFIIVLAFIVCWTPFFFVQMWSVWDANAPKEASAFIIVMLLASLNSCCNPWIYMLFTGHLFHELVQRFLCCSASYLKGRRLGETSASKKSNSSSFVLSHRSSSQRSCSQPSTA
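Replication – single well per compound, singlicate · Assay system – CHO cell line stably expressing human OTR · Timing – 6 min pre-incubation, 100 s read · Measure – normalized max/min fluorescence ratio, % activation · Doses – 3.0 µM, one dose · Detection – Fluo-8 calcium dye fluorescence · Probe or stimulus – oxytocin near EC15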
CHO-K1 Ca PAM: M1 PAM counterscreen hit in parental CHO-K1 cells; ATP EC20, Fluo-8 calcium fluorescence; 0% at ATP EC20, 100% at ATP max; activation, % at 3 µM; 0.02% of 360,000 active;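 active = activation above the run cutoff, the mean activation of all test compounds plus 3 SD, cut at about 40% in these data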;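 also: peak over basal fluorescence ratio in a 140 s read after ATP addition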
An asterisk follows results filed as active; nt = no result given.

SMILES | CHO-K1 Ca ag | TAAR1 antag | M1 ag | CHO parental Ca | M1 antag | CHO-K1 Ca antag | TAAR1 ag | OXTR potentiate | CHO-K1 Ca PAM
Nc1nc(SCC(=O)N2CCCC2)[nH]c(=O)c1NC(=O)c1cccs1 | 0.6 | -21.6 | 0.1 | 14.0 | -0.7 | -4.5 | 0.8 | -8.8 | -3.0
Cc1ccc(-c2cc(C(=O)OCC(=O)N(C)c3c(N)n(Cc4ccccc4)c(=O)[nH]c3=O)c3ccccc3n2)o1 | 0.8 | -6.3 | -4.8 | -9.2 | -2.7 | 3.3 | 3.5 | -7.4 | 9.9
CCN(C(=O)COC(=O)CCCOc1ccc(Cl)cc1C)c1c(N)n(Cc2ccccc2)c(=O)[nH]c1=O | -0.4 | 9.0 | 0.6 | nt | -7.5 | -0.8 | 4.0 | nt | 1.5
CC1(C)CC[C@]2(C(=O)O[C@@H]3O[C@H](CO)[C@@H](O)[C@H](O)[C@H]3O)CC[C@]3(C)C(=CCC4[C@@]5(C)CC[C@H](O[C@@H]6O[C@H](C(=O)O)[C@@H](O[C@H]7OC[C@@H](O)[C@@H](O)[C@@H]7O)[C@H](O)[C@H]6O)C(C)(C)C5CC[C@]43C)[C@@H]2C1 (stereo not given in full) | 0.3 | -7.5 | -1.8 | 5.5 | 0.8 | -6.2 | 7.7 | -4.3 | 14.7
CCCCN(C)CCNC(=O)CN1C(=O)CSc2ccc(S(=O)(=O)N3CCCC3)cc21 | -0.4 | -18.5 | -5.7 | -0.9 | -6.7 | 13.9 | 0.1 | -4.7 | -4.1
CC(C)(C)NC(=O)c1nc2ccccc2s1 | 0.0 | 9.2 | -3.3 | -10.0 | 9.4 | 6.5 | 2.7 | 5.1 | -4.9
Cc1noc(C(=O)N2CC3(C)CC2CC(C)(C)C3)c1Cl (stereo not given) | -0.1 | -27.7 | -0.9 | -8.8 | -6.8 | -4.1 | 4.5 | 1.1 | -4.8
CCCC/C(O)=C1\C(=O)CC(C)(C)CC1=Nc1ccc(N)cc1 | 0.6 | -3.8 | -5.4 | -3.1 | -3.2 | -2.6 | 7.4 | -7.8 | 10.8
O=C1COc2ccc(C(=O)COC(=O)CCOc3ccccc3)cc2N1 | 7.7 | 3.8 | 2.6 | -3.6 | -8.7 | -20.0 | 13.6 | -10.8 | 6.2
COc1ccc(-c2noc3c2-c2nc(-c4ccccc4Cl)sc2CC3)cc1 | -0.4 | -10.0 | -0.1 | -15.5 | 1.5 | -9.2 | 5.4 | -4.3 | 1.7
C/C(=N\NC(=O)C(O)c1ccccc1)c1cccnc1 (stereo not given) | 0.5 | -14.9 | -2.7 | nt | -4.4 | -7.6 | 4.7 | nt | 16.2
Cc1ccccc1-c1cc(C(=O)NCc2ccc3c(c2)OCO3)nn1CC1CC(c2cccc([N+](=O)[O-])c2)=NO1 (stereo not given) | -0.2 | -2.6 | -0.9 | -3.6 | 12.2 | -10.2 | 7.9 | -7.8 | 5.4
NC(=O)CCC(=O)N1CCCC(C(=O)c2ccc3c4c(cccc24)CC3)C1 (stereo not given) | 0.2 | -14.3 | -8.4 | -8.9 | -2.6 | -7.6 | 6.9 | -7.6 | 6.4
CC1CCCCC1NC(=O)CCNS(=O)(=O)c1ccc2c(c1)CCC(=O)N2 (stereo not given) | -0.2 | -29.5 | -2.3 | -9.9 | -7.7 | 6.5 | -0.2 | -3.3 | 24.7
N#Cc1ccccc1CSc1nnc(Cc2ccccc2)o1 | 0.3 | -5.0 | -10.3 | -1.6 | -15.9 | -2.6 | -1.0 | -0.8 | 14.7
Cc1cc(N2C(=O)C3C4C=CC(C4)C3C2=O)ccc1Br (stereo not given) | 1.0 | -11.4 | -2.8 | -15.8 | -5.2 | -5.3 | 4.5 | -17.2 | 11.1
O=C(Nc1cccnc1)C1COc2ccccc2O1 (stereo not given) | 0.7 | 1.0 | -2.9 | -14.6 | -23.5 | -10.4 | 1.2 | -6.7 | 16.2
CC(C)C[C@H](NC(=O)NCCc1ccc(Cl)cc1)C(=O)O | 1.0 | -1.1 | -3.4 | 4.3 | -14.8 | -8.4 | 9.2 | -12.9 | 24.6
O=C(Oc1ccc(-c2ccccc2)cc1)N1CCCCC1 | -0.4 | 19.6 | -2.0 | -6.2 | 8.8 | 19.5 | 15.8 | -7.2 | -5.8
CC1(C)CC2(CC(c3ccccc3)Oc3cc(O)ccc32)NC(=S)N1 (stereo not given) | 0.2 | 7.8 | -3.9 | -13.2 | -4.5 | -13.3 | 4.7 | 4.2 | 17.4
CCn1c(C)[n+](Cc2ccccc2)c2ccc(C(=O)OC)cc21 | -0.1 | 1.7 | -15.1 | -7.2 | 3.4 | 5.5 | 2.2 | -1.1 | 6.1
CCCCN(C)S(=O)(=O)c1ccc(C(=O)Nc2nnc(-c3ccco3)o2)cc1 | -0.2 | -2.4 | 1.9 | -18.0 | 5.8 | 10.2 | 1.7 | 3.4 | -4.0
O=C(NCc1ccncc1)C(=O)NCC1OCCN1S(=O)(=O)c1ccccc1 (stereo not given) | 0.7 | -16.4 | -4.3 | nt | -20.1 | -11.7 | 1.6 | nt | 19.2
CN1CCN(CC(=O)N(C)c2nc(-c3ccccc3)cs2)CC1 | 1.3 | -2.2 | -4.2 | -3.2 | 9.4 | 0.1 | 6.5 | -9.7 | 3.7
COc1ccc(CC(=O)Nc2ccc(-c3cn4ccccc4n3)cc2)cc1 | 0.9 | 7.0 | -1.6 | 10.4 | 2.4 | -1.6 | 7.7 | -14.5 | -5.1
Following part:
SMILES | CHO-K1 Ca ag | TAAR1 antag | M1 ag | CHO parental Ca | M1 antag | CHO-K1 Ca antag | TAAR1 ag | OXTR potentiate | CHO-K1 Ca PAM
CC(=O)Nc1cccc(C(=O)/C=C/c2ccc[nH]2)c1 | 3.1 | -10.9 | -2.4 | -11.4 | 2.1 | 0.8 | 3.0 | -12.9 | 6.2
Cc1ccccc1C(=O)NC(NC(=S)Nc1ccc(S(N)(=O)=O)cc1)C(Cl)(Cl)Cl (stereo not given) | 0.2 | -1.1 | 1.4 | 0.5 | -5.0 | 8.2 | -1.4 | -8.2 | 0.6
COc1cc2c(cc1[N+](=O)[O-])n(C(C)C)c(=O)n2C(C)C | 0.3 | -13.5 | -5.5 | -16.0 | -1.9 | 5.8 | 3.4 | -1.7 | -8.0
CCc1noc(C)c1C(=O)Oc1ccc(N(C)S(=O)(=O)c2ccc(C)cc2)cc1 | 4.7 | nt | -3.4 | 7.6 | 30.9 | -13.9 | nt | -13.0 | 12.7
CC(C)CC(NS(=O)(=O)c1ccccc1)C(=O)O (stereo not given) | 0.8 | -3.3 | -2.5 | 1.4 | -9.1 | -8.3 | 7.1 | -11.3 | 20.3
Nc1ccc(N=Nc2ccccc2)cc1[N+](=O)[O-] | -0.8 | 3.5 | -0.2 | nt | -7.2 | -9.1 | -0.8 | nt | 13.5
CC1(C)C2CCC1(CS(=O)(=O)NC1CCCC1)C(=O)C2 (stereo not given) | 0.5 | -0.8 | -8.5 | -11.7 | 5.3 | -10.9 | 3.7 | -18.0 | 15.7
CC(=O)c1cccc(NC(=O)c2ccc(C)o2)c1 | 0.5 | -16.5 | -3.6 | -17.9 | -0.1 | -10.7 | 7.0 | -14.1 | 15.8
C/C(=N\NC(=O)c1c[nH]c2ccccc12)c1ccc(C)s1 | 0.0 | -6.2 | -0.8 | -7.9 | -2.0 | 3.7 | 0.8 | -7.5 | 9.4
Cc1ccc(NC(=O)c2sc(Cl)nc2-c2ccccc2)cc1 | 0.1 | 19.7 | -4.5 | -30.7 | -23.6 | 12.6 | 7.7 | -9.6 | -5.4
C=C(C)C(=O)Nc1cccc(C2=NOC3(C2)C[C@H](C(N)=O)N(C(=O)/C=C/C)C3)c1 (stereo not given in full) | -0.9 | -7.7 | 0.3 | 1.0 | 13.7 | 1.3 | 2.4 | 6.1 | -0.5
CN(C)S(=O)(=O)c1ccc(N2CCCC2)c(C(=O)Nc2ccc(Br)cc2F)c1 | -0.2 | -11.5 | -4.1 | -14.3 | -21.4 | -4.2 | -1.7 | -12.9 | 10.3
Cc1cc(S(=O)(=O)Nc2ccc(C(=O)NCCCn3ccnc3)cc2)ccc1F | -0.2 | -22.1 | -7.3 | -6.0 | -9.4 | 4.9 | 0.6 | -7.7 | 2.8
CC(C)c1ccc(/C=N/Nc2ccc(C(=O)O)cc2)cc1 | -0.5 | -2.9 | -3.9 | -0.4 | -5.3 | -8.2 | -1.6 | -4.2 | 5.3
CC(C)(C)OC(=O)N1CCN(C(=O)c2[nH]cnc2C(=O)N[C@@H](Cc2ccccc2)C(=O)OCc2ccccc2)CC1 | 4.9 | 68.9* | -7.0 | -15.0 | 18.0 | -9.8 | 23.7 | -4.4 | -6.4
OCCN1CCN(c2nc(NCc3ccco3)c3ccccc3n2)CC1 | 0.2 | 5.5 | -5.2 | -7.3 | -9.8 | 3.6 | 2.9 | -8.3 | 3.9
CC(=NC1CCCCC1)C1=C(O)c2ccccc2C1=O | 1.8 | 8.6 | -4.7 | -27.4 | 1.6 | -12.5 | -0.6 | -1.9 | -5.0
COC(=O)C1C2CCC(C2)C1C(=O)OCC(=O)c1ccc(C)cc1 (stereo not given) | 0.3 | 5.7 | 0.1 | 0.2 | 13.6 | 27.0* | 6.4 | -1.1 | -3.9
O=C(c1ccc(Cl)cc1)N1N=C(c2ccccn2)CC1(O)C(F)(F)F (stereo not given) | 2.8 | -28.8 | -5.8 | -19.4 | 10.6 | -5.8 | -1.8 | -7.7 | 12.4
Cc1nnc2sc(-c3ccco3)nn12 | -0.3 | nt | -4.4 | -10.3 | -7.8 | -4.5 | nt | -4.0 | 7.2
COc1ccc(C(=O)NCCc2c[nH]c3ccccc23)cc1 | 1.4 | -18.6 | -4.3 | 1.2 | -4.9 | -6.7 | 5.5 | 2.1 | -7.0

Only M1 ag, for two of the compounds above:
canonical_smiles,M1 ag
COc1cc2c(cc1[N+](=O)[O-])n(C(C)C)c(=O)n2C(C)C,-5.5
O=C(c1ccc(Cl)cc1)N1N=C(c2ccccn2)CC1(O)C(F)(F)F (stereo not given),-5.8

A second format for part of the listing above.
CC1(C)C2CCC1(CS(=O)(=O)NC1CCCC1)C(=O)C2 (stereo not given)
  CHO-K1 Ca ag: 0.5; TAAR1 antag: -0.8; M1 ag: -8.5; CHO parental Ca: -11.7; M1 antag: 5.3; CHO-K1 Ca antag: -10.9; TAAR1 ag: 3.7; OXTR potentiate: -18.0; CHO-K1 Ca PAM: 15.7

CC(=O)Nc1cccc(C(=O)/C=C/c2ccc[nH]2)c1
  CHO-K1 Ca ag: 3.1; TAAR1 antag: -10.9; M1 ag: -2.4; CHO parental Ca: -11.4; M1 antag: 2.1; CHO-K1 Ca antag: 0.8; TAAR1 ag: 3.0; OXTR potentiate: -12.9; CHO-K1 Ca PAM: 6.2

Assay outcomes (PubChem)
